# Screening results deposited in PubChem BioAssay by several laboratories.
# hgDAF12 agonist: agonists of H. glycines DAF-12 nuclear receptor | HEK293 GAL4-hgDAF12 UAS-luciferase reporter, agonist luminescence; normalized to butyrate control | activation, % at 6.8 µM | 370,000 compounds, 1.8% hits | AID 687014;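 active = activation above a cutoff set at the mean of all screened compounds plus 3 SD, cut at about 10% in these data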;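 note: 0% = DMSO wells and 100% = sodium butyrate wells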
# FXN GAA850 act: increases GAA850 frataxin promoter reporter activity. HEK293 lucGAA850 FXN promoter luciferase reporter, 24 h; percent of 10 µM SAHA response. AID 540364. 360,000 compounds, 0.56% hits. activation, % at 6 µM;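 active = activation above the average of all compounds screened plus 3 SD, cutoff fixed separately per campaign, cut at about 7.5% in these data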;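 note: 0% = DMSO wells and 100% = 10 µM SAHA wells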
# ADAM10 inh: inhibits human ADAM10 | O14672 | 370,000 compounds, 0.62% hits | recombinant ADAM10, EDANS/DABCYL FRET peptide cleavage, 3 h | inhibition, % at 7 µM;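 active = inhibition above a per-campaign cutoff equal to the mean of compounds falling between control-based bounds plus 3 SD, cut at about 20% in these data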;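 note: 0% = DMSO wells while the 100% control is not disclosed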
# DAX1 inh-1: inhibits human nuclear receptor DAX1. P51843. HEK293 Gal4-DAX1 luciferase reporter, luminescence. inhibition, % at 6.75 µM. 340,000 compounds, 0.99% hits. AID 504766;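 active = inhibition above the mean over all tested compounds plus 3 SD, cut at about 4.2% in these data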;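 note: 0% = DAX1-transfected cells with DMSO and 100% = empty-vector control cells with DMSO; inhibition shows as a rise in luminescence from relieved DAX1 repression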
# Target sequence (P51843 207-470 limits assumed): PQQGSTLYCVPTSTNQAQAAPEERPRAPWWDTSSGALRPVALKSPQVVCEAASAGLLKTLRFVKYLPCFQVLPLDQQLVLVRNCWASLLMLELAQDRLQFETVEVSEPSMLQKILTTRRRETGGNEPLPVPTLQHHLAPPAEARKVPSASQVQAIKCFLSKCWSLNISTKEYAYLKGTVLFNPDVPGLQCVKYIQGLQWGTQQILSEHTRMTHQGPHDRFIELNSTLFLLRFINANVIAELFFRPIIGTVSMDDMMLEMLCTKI
# GC-A act: GC-A (human) enzyme activation. P16066. HEK293 GC-A cells, cGMP TR-FRET, EC30 ANP; 0% at EC30 ANP, 100% saturating ANP. activation, % at 10 µM. 370,000 compounds, 0.14% hits. AID 1671463; in the data active = activation above about 40%
# hcDAF-12 act: activators of H. contortus DAF-12 nuclear receptor; AID 652067; activation, % at 6.8 µM; 370,000 compounds, 1.4% hits; HEK293 hcDAF-12 lit1-tk-luc reporter, luminescence; 0% DMSO, 100% Δ7-dafachronic acid;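 active = activation above the mean of all tested compounds plus 3 SD, cut at about 5.5% in these data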;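 note: 100% = response to 3 µM Δ7-dafachronic acid high control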
# PG9 binder: small molecules binding HIV-1 gp120 antibody PG9 | 360,000 compounds, 0.43% hits | inhibition, % at 6.7 µM | TR-FRET gp120-PG9 antibody binding; in the data active = inhibition above about 8.5%
# DAX1 inh-2: DAX1 (NR0B1) inhibition, primary screen; HEK293T StAR-luciferase reporter, SF-1/DAX-1 repression relief; inhibition, % at 6.8 µM; 370,000 compounds, 1.1% hits; AID 652010;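 active = inhibition above the mean over all tested compounds plus 3 SD, cut at about 3.6% in these data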;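 note: 0% = DAX-1 cells with DMSO and 100% = cells lacking DAX-1 with DMSO; higher inhibition means more luminescence from relief of DAX-1 repression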
# ADAM17 inh: ADAM17 inhibition, QFRET primary screen | recombinant ADAM17, EDANS/DABCYL FRET peptide cleavage | inhibition, % at 6.95 µM | 370,000 compounds, 0.83% hits | AID 720648;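 active = inhibition above the mean of compounds lying between control limits plus 3 SD, set per campaign, cut at about 8.5% in these data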;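 note: 0% = DMSO-only wells as the low control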
# Target sequence (P78536 215-824 limits assumed): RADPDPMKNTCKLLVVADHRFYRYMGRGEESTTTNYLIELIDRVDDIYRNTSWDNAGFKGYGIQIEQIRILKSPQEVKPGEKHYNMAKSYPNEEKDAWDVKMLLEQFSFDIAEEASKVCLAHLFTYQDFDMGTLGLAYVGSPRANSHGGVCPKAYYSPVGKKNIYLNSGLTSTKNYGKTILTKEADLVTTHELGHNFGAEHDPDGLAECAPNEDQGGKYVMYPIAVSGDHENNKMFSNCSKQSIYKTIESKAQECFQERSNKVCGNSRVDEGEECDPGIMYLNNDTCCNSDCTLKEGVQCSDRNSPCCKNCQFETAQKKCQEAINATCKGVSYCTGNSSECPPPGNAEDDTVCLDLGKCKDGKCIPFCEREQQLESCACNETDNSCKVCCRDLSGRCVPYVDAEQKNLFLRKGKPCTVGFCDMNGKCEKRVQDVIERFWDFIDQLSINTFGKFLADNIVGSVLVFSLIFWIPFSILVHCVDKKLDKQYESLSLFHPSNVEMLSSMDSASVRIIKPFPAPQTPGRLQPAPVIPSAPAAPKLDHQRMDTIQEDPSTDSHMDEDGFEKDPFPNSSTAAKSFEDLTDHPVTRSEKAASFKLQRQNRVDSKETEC
# SMARCA2 activ: increases SMARCA2 function in MMTV reporter cells; MG213 cells, MMTV-luciferase reporter, dexamethasone, overnight; activation, % at 9.1 µM; 370,000 compounds, 1% hits; AID 652017; in the data active = activation above about 7.8%;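 note: 0% = vehicle wells and 100% = reference activator wells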
# ssDAF12 agonist: activates DAF-12 receptor from parasite S. stercoralis | HEK293 ssDAF-12/GRIP1 lit1-tk-luc reporter, luminescence; % of 3 µM dafachronic acid response | 370,000 compounds, 1% hits | activation, % at 6.8 µM;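 active = activation above the mean over all tested compounds plus 3 SD, cut at about 0.9% in these data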;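 note: 0% = DMSO-only wells and 100% = 3 µM delta7-dafachronic acid wells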
# An asterisk follows results filed as active; . = no result given. Rows were taken by chance; about 6.8% have a hit in one of these screens.
# Sequence of screens – hgDAF12 agonist, FXN GAA850 act, ADAM10 inh, DAX1 inh-1, GC-A act, hcDAF-12 act, PG9 binder, DAX1 inh-2, ADAM17 inh, SMARCA2 activ, ssDAF12 agonist
[1] N#Cc1ccc(C(=O)Nc2nc3ccccc3[nH]2)cc1
  16*, 0.9, 7, 0.1, -1, 2.3, 1.3, 2.1, 2, 6, 0.3
[2] CCOc1ccc(S(=O)(=O)NCCC(=O)OCC(=O)Nc2cc(C)on2)cc1
  0.3, -0.2, -4, -0.8, 2, 1.6, 2.2, 0.6, -6, -6, -1.5
[3] COc1ccc(NC(=O)CNC(=O)Cc2ccccc2)cc1OC
  -1.6, 2.2, 2, -0.2, 0, 2.6, -0.8, 0.4, 4, -2, -0.1
[4] CCCNS(=O)(=O)c1ccc(OCC(=O)N2CCOCC2)cc1
  0.7, -0.8, 0, -0.2, -1, -0.4, -1.7, 0.1, -6, -1, -1.3
[5] CN(CC(=O)Nc1ccc(Cl)cc1)C(=O)c1cccc(S(=O)(=O)N2CCN(Cc3ccccc3)CC2)c1
  -6.9, -1.2, 18, -1.7, -7, -4.3, -1.5, -6.1, 7, -4, -1.4
[6] Nc1nc(C23CC4CCC(CC(C4)C2)C3)cs1
  1.4, 0.5, 9, -0.9, -2, -3.2, 0.1, 0.4, 1, 0, -0.5
[7] O=C(NCCc1ccccc1)C1CCN(C(=O)c2sccc2-n2cccc2)CC1
  -2.2, 0.0, 2, 1.4, 0, 0.1, 0.7, 1.0, -1, 0, -1.2
[8] COc1ccc(OC)c(S(=O)(=O)N(C)CC(=O)Nc2ccc3c(c2)OCCO3)c1
  -2.5, 1.0, 0, -1.2, 1, -1.8, 1.4, -0.7, -1, 0, -1.3
[9] O=C(Nc1ccccc1F)NC1CCN(Cc2nnnn2Cc2ccc(F)cc2)CC1
  -2.2, -2.3, -3, 0.2, -3, 0.2, 2.6, 1.7, -3, -2, -1.7
[10] COc1cc(CCC(=O)NCc2ccc(S(N)(=O)=O)cc2)cc(OC)c1OC
  1.1, 3.9, 1, 1.4, 8, -2.2, -1.8, 0.2, -4, -1, -0.8
[11] COc1ccc(C)cc1NC(=O)NCc1ccc(F)cc1
  -2.3, 2.9, 9, -1.2, 3, -0.9, -3.6, 1.2, 1, -2, -1.4
[12] O=C1C=C(c2ccc(O)cc2)C[C@@H](c2ccc3c(c2)OCO3)C1
  -1.2, 0.0, 6, -0.7, 19, -1.5, -1.1, -1.0, -2, -1, -1.3
[13] Cc1ccsc1/C=N\NC(=O)c1ccc2c(c1)OCO2
  10, 3.0, -7, 2.0, 3, 4.0, -1.5, 4.0*, -2, 1, -0.7
[14] COC(=O)c1cccc(NC(=O)c2cccc(OC)c2)c1
  7.2, 2.2, 5, 1.1, -1, -0.3, -1.3, 1.6, -1, 8, -0.2
[15] CCOC(=O)c1cc2[nH]c3ccccc3c2[n+](-c2ccc([N+](=O)[O-])cc2)c1C
  8.1, -0.1, 6, 1.1, -6, 0.7, 1.4, 0.2, 5, 6, -1.1
[16] COCCNc1nnc(SCC(=O)NC(=O)c2ccccc2)s1
  0.3, 2.1, -14, 0.5, -1, -1.1, 1.7, 1.5, 2, -1, -0.7
[17] Cc1nn(Cc2c(Cl)cccc2Cl)c(C)c1NC(=O)c1cc(C(C)C)on1
  -10, -5.5, -4, -2.1, 5, -2.2, -1.8, -0.7, 1, 0, -0.8
[18] COc1ccccc1CCC(=O)OCC(=O)N1CCN(S(=O)(=O)c2ccc(C)cc2C)CC1
  -0.5, -1.1, -8, -0.1, 2, -1.5, -1.2, 4.5*, -1, -3, -0.1
[19] CCOc1ccccc1NC(=O)c1nc(S(=O)(=O)Cc2ccccc2)ncc1Cl
  0.5, -5.6, -2, 0.7, -36, 0.9, 0.0, 0.2, -2, 1, -0.4
[20] C/C(=N\NC(=O)c1sccc1C)c1ccncc1
  20*, 8.2*, -3, 2.1, 0, 9.1*, -1.9, 18*, 0, 9.2*, 1.1*

# Compounds above containing an aryl methoxy group, in the order listed:
# Sequence of screens – hgDAF12 agonist, FXN GAA850 act, ADAM10 inh, DAX1 inh-1, GC-A act, hcDAF-12 act, PG9 binder, DAX1 inh-2, ADAM17 inh, SMARCA2 activ, ssDAF12 agonist
[3] COc1ccc(NC(=O)CNC(=O)Cc2ccccc2)cc1OC
  -1.6, 2.2, 2, -0.2, 0, 2.6, -0.8, 0.4, 4, -2, -0.1
[8] COc1ccc(OC)c(S(=O)(=O)N(C)CC(=O)Nc2ccc3c(c2)OCCO3)c1
  -2.5, 1.0, 0, -1.2, 1, -1.8, 1.4, -0.7, -1, 0, -1.3
[10] COc1cc(CCC(=O)NCc2ccc(S(N)(=O)=O)cc2)cc(OC)c1OC
  1.1, 3.9, 1, 1.4, 8, -2.2, -1.8, 0.2, -4, -1, -0.8
[11] COc1ccc(C)cc1NC(=O)NCc1ccc(F)cc1
  -2.3, 2.9, 9, -1.2, 3, -0.9, -3.6, 1.2, 1, -2, -1.4
[14] COC(=O)c1cccc(NC(=O)c2cccc(OC)c2)c1
  7.2, 2.2, 5, 1.1, -1, -0.3, -1.3, 1.6, -1, 8, -0.2
[18] COc1ccccc1CCC(=O)OCC(=O)N1CCN(S(=O)(=O)c2ccc(C)cc2C)CC1
  -0.5, -1.1, -8, -0.1, 2, -1.5, -1.2, 4.5*, -1, -3, -0.1

# Next part:
# Sequence of screens – hgDAF12 agonist, FXN GAA850 act, ADAM10 inh, DAX1 inh-1, GC-A act, hcDAF-12 act, PG9 binder, DAX1 inh-2, ADAM17 inh, SMARCA2 activ, ssDAF12 agonist
[21] NC(=O)C1CCN(C(=O)C2CCC(=O)N(C3CCCCCC3)C2)CC1 (stereo not drawn)
  1.6, 0.6, -7, 0.2, -1, 0.1, -2.8, 0.5, -1, -2, -1.2
[22] CCCCc1c(-c2ccc(F)cc2)ncn1CCc1ccccc1OC
  -2.4, ., 17, ., -4, -1.5, -0.1, -0.1, 5, -6, -0.9
[23] N#CCSc1nccc(/C=C/c2ccccc2)n1
  7.0, 2.8, 0, -0.7, 7, 0.3, -2.9, 1.1, 2, 2, -0.7
[24] Cc1nc2c3c(sc2c(=O)[nH]1)NC(=O)CC3c1ccccc1Cl (stereo not drawn)
  -3.6, 3.5, 0, 1.8, 3, -1.8, -1.8, 0.4, -6, -6, -0.8
[25] Cc1cccc(CN2CCC(C(=O)Nc3ccc(-n4nc(C)cc4C)cc3)CC2)n1
  -0.7, 1.2, -9, 0.7, 2, -3.0, -0.1, 0.1, -1, 0, -1.2
[26] Cc1noc(C)c1C(=O)N1CCN(CCc2ccccc2)CC1
  -1.1, 1.0, -13, 1.1, 4, -1.9, 1.0, -0.8, -6, -2, -1.5
[27] S=C(NN=C1CCCCC1=NNC(=S)N1CCOCC1)N1CCOCC1
  -2.9, ., -88, ., 3, -0.8, 0.0, 1.8, -25, -1, -0.8
[28] COC(=O)Nc1ncc(CN2CCC(c3ccccc3)CC2)s1
  -2.8, -3.1, 0, 0.3, 3, -3.0, -0.9, 0.2, 0, 1, -0.9
[29] O=C1CC(c2ccccc2)CC(O)=C1C=NCCN1CCN(C(=O)Nc2ccccc2)CC1 (stereo not drawn)
  0.4, -2.1, 4, 0.1, -7, 0.0, 0.2, -0.1, -2, -2, -0.8
[30] CCN(CC)S(=O)(=O)c1ccc(S(=O)(=O)N(CC(=O)Nc2ccccc2)CC2CCCO2)cc1 (stereo not drawn)
  -2.8, -1.0, 0, -0.7, -2, -0.5, -2.5, -1.4, 2, 0, -1.5

# More results follow.
cpd	Structure	hgDAF12 agonist	FXN GAA850 act	ADAM10 inh	DAX1 inh-1	GC-A act	hcDAF-12 act	PG9 binder	DAX1 inh-2	ADAM17 inh	SMARCA2 activ	ssDAF12 agonist
31	CC(=O)NCCOc1nc(N(C)C)nc(N2CCCCC2)n1	0.7	0.4	16	1.7	3	-0.8	-2.1	0.2	0	0	-1.0
32	O=C(CSc1nccn1-c1cccc(Cl)c1)Nc1ccc2c(c1)OCCO2	-3.0	0.4	-11	-0.5	-5	-1.3	-0.2	0.2	0	0	-1.9
33	CN(C)C(=O)Cn1cnc2c(cnn2-c2ccccc2Cl)c1=O	-0.6	0.9	3	0.9	2	-1.6	0.3	0.2	-7	-1	-1.1
34	COc1ccc(CCNC(=O)COc2ccc(S(=O)(=O)N3CCCC3)cc2)cc1	2.1	0.3	-8	1.9	0	-2.5	2.4	-0.6	-1	-1	-0.9
35	CCC(C)(C(=O)NC1CCCC1)N(Cc1cccs1)C(=O)c1ccc2c(c1)OCO2 (stereo not drawn)	2.9	2.2	-1	0.9	-35	0.3	-0.9	-0.9	-2	-2	-1.3
36	COc1ccc(S(=O)(=O)N2CCN=C2SCc2cccnc2)cc1	0.3	1.3	-6	-2.4	0	-0.1	-0.1	-0.2	-3	0	-1.5
37	CC(C)(C)C(=O)Nc1sc2c(c1C#N)CCN(Cc1ccccc1)C2	-0.3	-1.1	-302	0.7	-4	-1.1	-0.8	0.7	-80	1	-1.5
38	N#Cc1c(N)sc(=S)c2c1CCCCC2	-1.1	0.2	-29	-1.3	1	-0.2	1.0	-0.2	-9	0	-0.7
39	CCOc1cc(C(=O)Nc2ccccc2N2CCOCC2)ccc1OCC(=O)N1CCCCC1	-2.8	-0.3	-17	0.4	1	-0.1	1.0	-0.1	-2	-5	-2.3
40	CCOC(=O)c1cccc(NC(=O)c2cc(C)nn2-c2ccccc2)c1	0.1	-0.4	7	-0.7	1	-0.7	-1.1	-0.7	-1	-2	-1.2
41	CS/C(=N\S(=O)(=O)c1cccs1)Nc1cccc(Cl)c1C	-1.8	-1.5	4	-0.4	-2	-1.8	-1.5	0.2	2	4	-2.2
42	CC(C)CC(OC(=O)c1cccs1)C(=O)NCC1CCCO1 (stereo not drawn)	-0.1	3.5	8	1.2	0	-0.1	-0.1	0.1	0	6	-0.6
43	CC1CN(CCCCOc2ccc(C(C)C)cc2)CC(C)O1 (stereo not drawn)	0.2	2.3	-8	-0.7	4	-1.6	-1.6	-1.2	-1	0	-1.8
44	O=C(N/N=C/c1c[nH]c2ccccc12)c1sc2ccccc2c1Cl	7.1	1.4	3	1.4	0	9.1*	-1.5	0.2	1	6	-0.4
45	Cc1csc(N/N=C/c2ccc(O)c([N+](=O)[O-])c2)n1	1.0	-0.9	6	0.2	-2	0.8	-18	0.2	0	1	-1.1
46	Clc1ccc(-c2cc(-c3ccccn3)on2)c(Cl)c1	11*	-3.1	-8	-0.3	7	12*	0.8	3.7*	-1	4	1.3*
47	COc1ccc(NC(=O)C2CCCN(c3cc(C)nc4ncnn34)C2)cc1 (stereo not drawn)	-1.5	1.9	-10	-1.1	-1	-1.6	-0.3	-0.7	-2	-2	-1.2
48	CC1=C(C(N)=O)C(c2cccnc2)n2nc(-c3cccc(Cl)c3)nc2N1 (stereo not drawn)	-1.0	-0.2	-8	-0.6	7	-1.8	1.6	-0.4	-2	-3	-1.1
